Bioassay records as filed in PubChem.
RGS12 GoLoco inh: inhibitors of human Gai1-RGS12 GoLoco interaction (red fluorophore); P63096; Gai1:RGS12 GoLoco peptide FP, rhodamine, 10 min; Potency, µM (titrated, usually from 61.6 µM), for the others: at the top dose activity, negative = inhibition, hits mostly inhibitors; hit rate 0.44% among 230,000; AID 880; active means well fitted inhibition curve with a large enough effect, not every such curve was filed as active; inactive means no such curve, though single readings can be large or run the other way; further: on the % scale 0 is the no-effect control and ±100 the full control effect; nearly all actives have a fitted effect of over 30% in size; many of its hits are not listed in these tables
TRb SRC2 PPI: disrupts binding of human TR beta to SRC2. TRbeta-SRC2 peptide binding, fluorescence polarization; receptor liganded with 1 µM T3. Potency, µM (titrated, usually from 106 µM), inactives show at the highest dose activity change, negative = inhibition, most hits filed as inhibitors. hit rate 0.065% among 280,000. AID 1469;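 further: plate controls were bound peptide for no effect and peptide without receptor for full effect; nearly all actives have a fitted effect of over 50% in size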
Target sequence (P10828 whole entry, looked up): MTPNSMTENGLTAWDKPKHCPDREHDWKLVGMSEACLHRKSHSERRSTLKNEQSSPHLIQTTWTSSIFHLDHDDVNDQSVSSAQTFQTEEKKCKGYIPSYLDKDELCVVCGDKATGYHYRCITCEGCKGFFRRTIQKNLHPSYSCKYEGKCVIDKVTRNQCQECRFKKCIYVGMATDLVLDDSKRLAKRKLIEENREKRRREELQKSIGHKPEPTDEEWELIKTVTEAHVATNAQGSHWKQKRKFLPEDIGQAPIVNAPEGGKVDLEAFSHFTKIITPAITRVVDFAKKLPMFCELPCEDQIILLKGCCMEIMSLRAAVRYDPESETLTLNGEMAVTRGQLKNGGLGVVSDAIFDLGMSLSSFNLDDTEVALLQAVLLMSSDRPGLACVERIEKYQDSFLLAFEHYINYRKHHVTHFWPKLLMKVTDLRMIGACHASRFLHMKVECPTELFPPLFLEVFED
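Each compound concentration gave % activity, normalized to unbound and bound Texas Red SRC2 controls, from polarization read after 5 hr ambient incubation with T3-loaded human TRb LBD.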
JMJD2E inh: blocks human JMJD2E demethylase activity | JMJD2E catalytic domain, FDH-coupled NADH fluorescence (FDH is formaldehyde dehydrogenase) | Potency, µM (series often up to 57.1 µM), inactives show at the highest dose activity change, negative = inhibition, hits mostly inhibitors | hit rate 1.6% among 230,000 | AID 2147; active means well fitted inhibition curve with a large enough effect, not every such curve was filed as active; inconclusive means small, poorly fitted or top-dose-only effect, or another doubt; inactive means no such curve, though single readings can be large or run the other way;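 further: 0% = wells with enzyme and -100% = buffer wells without enzyme; nearly all actives have a fitted effect of over 50% in size; many of its hits are not listed in these tables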
Target sequence (B2RXH2 1-337 limits assumed): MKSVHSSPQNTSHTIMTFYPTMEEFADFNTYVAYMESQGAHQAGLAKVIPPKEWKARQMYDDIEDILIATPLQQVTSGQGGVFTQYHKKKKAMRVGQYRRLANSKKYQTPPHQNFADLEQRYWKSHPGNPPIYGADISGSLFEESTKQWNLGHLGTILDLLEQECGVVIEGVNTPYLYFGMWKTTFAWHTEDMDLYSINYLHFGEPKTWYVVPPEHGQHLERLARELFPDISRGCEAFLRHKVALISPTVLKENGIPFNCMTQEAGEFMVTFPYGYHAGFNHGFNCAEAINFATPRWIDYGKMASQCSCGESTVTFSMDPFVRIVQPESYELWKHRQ
TexasRed fluor: counter-screen for TRb-SRC2 inhibitors: fluorescence interference. TRb/SRC2 Texas Red total fluorescence interference. Potency, µM (titrated, usually from 106 µM), inactives show at the top dose fluorescence change, negative = quenching. hit rate 0.29% among 280,000. AID 1479; active means well fitted curve in either direction with a large enough effect; inconclusive means small, poorly fitted or top-dose-only effect; further: on the % scale 0 is the no-effect control and ±100 the full control effect
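Human TRb ligand-binding domain at 0.6 uM with 20 nM Texas Red SRC2 peptide in Tris buffer containing 1 uM T3 and 5% DMSO, incubated with compound 5 h at ambient temperature. Total fluorescence (555/632 nm) calculated as parallel + 2 × perpendicular.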
RECQ1 helicase: blocks DNA unwinding by human RECQ1. P46063. RECQ1 DNA unwinding, red fluorescence kinetic read. Potency, µM (top dose mostly 57.3 µM), for inactives: top-dose activity, negative = inhibition, most hits filed as inhibitors. hit rate 0.54% among 240,000;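 further: plate controls were vehicle for no effect and no enzyme for full effect; nearly all actives have a fitted effect of over 30% in size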
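50 nM RECQ1T1 preincubated 15 min with compound in Tris pH 8.0 buffer with MgCl2, DTT, Tween-20 and 2.5 ug/ml poly(dI-dC); started with 200 nM TAMRA/BHQ-2 forked duplex and 2 mM ATP. Unwinding read as fluorescence (525/598 nm), two reads 2 h apart.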
Lamin A splicing: LMNA splicing modulation; HeLa LMNA splicing GFP/RFP minigene ratio, 48 h; Potency, µM (series often up to 46.1 µM), without a hit: at the top dose ratio change, negative = inhibition, usual class: inhibitors; hit rate 0.01% among 200,000; active means well fitted inhibition curve with a large enough effect in the signal ratio, with a control signal flat, not every such curve was filed as active; inconclusive means small, poorly fitted or top-dose-only effect, or effect the other way, or a change in a side signal; the % refers to the signal ratio; further: on the % scale 0 is the no-effect control and ±100 the full control effect
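S3 HeLa cells stably expressing lamin A-EGFP splicing minigene plus DsRed2, 600 cells/well, 48 h compound exposure at 37C. Laser-scanning cytometry; analysed as GFP (500-530 nm)/RFP (575-640 nm) total intensity ratio; 0.5% DMSO vehicle.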
ALDH1A1 inh: inhibitors of human aldehyde dehydrogenase 1A1; P00352; Purified ALDH1A1, NADH fluorescence, propionaldehyde substrate; Potency, µM (top dose mostly 75.3 µM), inactives show top-dose activity, negative = inhibition, most hits filed as inhibitors; hit rate 7.3% among 220,000; AID 1030; active means well fitted inhibition curve with a large enough effect, not every such curve was filed as active; inconclusive means small, poorly fitted or top-dose-only effect, or another doubt; inactive means no such curve, though single readings can be large or run the other way;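 further: plate controls were no enzyme wells and a reference inhibitor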
SMN2 splice up: enhancers of SMN2 splice variant expression. hit rate 2.8% among 210,000. Potency, µM (top dose mostly 46.1 µM), for inactives: top-dose activity change, positive = activation, actives largely listed as activators. AID 1458. HEK293 SMN2-luciferase splicing reporter, luminescence, 30-36 h; further: % of control where 0% means no effect; nearly all actives have a fitted effect of over 55% in size
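HEK293 cells carry an SMN2 […]–luciferase reporter in which exon 7 inclusion puts luciferase in frame. Cells were plated 10-12 h before compound addition, then incubated 30-36 h at 37C. ONE-Glo luminescence was read; sodium butyrate at 4.5 mM final served as control.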
The depositor's hits bear a star; i = inactive; ? = inconclusive; . = not tested or not shown; [ ] = another dose, or the depositor's remark. Unless noted, the call rests on the fitted dose curve; in most records, active means well fitted curve in the direction sought with a large enough effect; inconclusive means small, poorly fitted or top-dose-only effect, or another doubt; inactive means no such curve, though single readings can be large; an effect the other way counts as inactive or inconclusive. Potency means the concentration at half of the fitted maximal effect.

SMILES	RGS12 GoLoco inh	TRb SRC2 PPI	JMJD2E inh	TexasRed fluor	RECQ1 helicase	Lamin A splicing	ALDH1A1 inh	SMN2 splice up
O=C(Nc1cccc(-c2cc3ccccc3oc2=O)c1)c1ccc(Br)o1	5.4%	4.6%	?	1.0%	-4.6%	?	?	24.7%
Cc1ccc2nc(-c3ccc(NC(=O)Cc4cccs4)cc3)[nH]c2c1	11.4%	-8.3%	?	-2.2%	-8.7%	9.3%	-7.7%	2.51µM*
CN(C)N1C(N)=C(C#N)C(c2cccnc2)C2=C1CCCC2=O (stereo not drawn)	-5.8%	-2.1%	3.7%	-1.4%	-3.3%	-8.9%	?	?
CC1C=CC(C)C(C(=O)O)C1C(=O)O (stereo not drawn)	1.1%	-11.7%	-16.8%	-5.0%	-2.2%	5.3%	9.0%	27.9%
CCn1nnc2c(=O)oc3ccccc3c21	4.5%	2.3%	-0.6%	-0.9%	-19.1%	-7.6%[46 µM]	7.9%	-0.4%
COc1ccc(-c2cc(C3CCN(c4ccc(C(C)=O)cc4[N+](=O)[O-])CC3)[nH]n2)cc1	3.8%	2.4%	-1.8%	-3.8%	-4.7%	-2.3%	-4.5%	-43.2%[inhibitor]
Fc1ccc(-c2csc3[n+]2CCS3)cc1	4.0%	4.2%	3.6%	-1.0%	-0.9%	7.0%	-6.8%	-2.9%
Cn1c(=O)[nH]c(=O)c2c1nc1n2CC(COc2ccc3ccccc3c2)O1 (stereo not drawn)	7.9%	-2.3%	?	-2.1%	-4.3%	.	.	.
Cc1ccc(S(=O)(=O)CCC(=O)OCc2ccc(S(=O)(=O)C(C)C)cc2)cc1	15.0%	-5.1%	-0.1%	-1.4%	0.1%	5.5%[46 µM]	2.51µM*	3.7%
O=c1c(-c2ccco2)[n+]([O-])c2ccccc2n1OCc1c(F)cccc1F	34.3%[activator]	5.9%	-4.0%	-2.9%	10.6%	.	.	.
Nc1nc(-c2ccc(Br)cc2)cc(C(F)(F)F)n1	0.9%	2.8%	?	1.1%	-3.4%	1.1%	-13.0%	-11.8%
c1ccc(CN2CCN(c3ncnc4c3[nH]c3ccccc34)CC2)cc1	3.2%	2.0%	?	-0.5%	i	-1.4%	?	-36.7%[inhibitor]
COc1ccc(CN(Cc2ccccn2)C(=O)CN2C(=O)C(C)Oc3ccccc32)cc1 (stereo not drawn)	.	4.6%	?	-4.8%	-1.7%	?	?	.
Cc1c(Cl)cccc1NC(=O)CSc1nc2c(c(=O)[nH]1)CCCC2	6.2%	-1.9%	16.5%	1.8%	-1.1%	-1.8%	4.5%	-14.6%
COc1ccc(S(=O)(=O)N2CCC(=O)N2)cc1	-6.3%	3.9%	1.7%	-4.2%	-13.2%	3.8%	9.6%	-5.5%

Part of the list above, set out differently.
molecule | RGS12 GoLoco inh | TRb SRC2 PPI | JMJD2E inh | TexasRed fluor | RECQ1 helicase | Lamin A splicing | ALDH1A1 inh | SMN2 splice up
Fc1ccc(-c2csc3[n+]2CCS3)cc1 | 4.0% | 4.2% | 3.6% | -1.0% | -0.9% | 7.0% | -6.8% | -2.9%
CC1C=CC(C)C(C(=O)O)C1C(=O)O (stereo not drawn) | 1.1% | -11.7% | -16.8% | -5.0% | -2.2% | 5.3% | 9.0% | 27.9%
CN(C)N1C(N)=C(C#N)C(c2cccnc2)C2=C1CCCC2=O (stereo not drawn) | -5.8% | -2.1% | 3.7% | -1.4% | -3.3% | -8.9% | ? | ?
Cc1ccc(S(=O)(=O)CCC(=O)OCc2ccc(S(=O)(=O)C(C)C)cc2)cc1 | 15.0% | -5.1% | -0.1% | -1.4% | 0.1% | 5.5%[46 µM] | 2.51µM* | 3.7%
COc1ccc(S(=O)(=O)N2CCC(=O)N2)cc1 | -6.3% | 3.9% | 1.7% | -4.2% | -13.2% | 3.8% | 9.6% | -5.5%
O=C(Nc1cccc(-c2cc3ccccc3oc2=O)c1)c1ccc(Br)o1 | 5.4% | 4.6% | ? | 1.0% | -4.6% | ? | ? | 24.7%
Cc1ccc2nc(-c3ccc(NC(=O)Cc4cccs4)cc3)[nH]c2c1 | 11.4% | -8.3% | ? | -2.2% | -8.7% | 9.3% | -7.7% | 2.51µM*

Following part:
SMILES	RGS12 GoLoco inh	TRb SRC2 PPI	JMJD2E inh	TexasRed fluor	RECQ1 helicase	Lamin A splicing	ALDH1A1 inh	SMN2 splice up
O=C(c1cc([N+](=O)[O-])ccc1N1CCCC1)N1CCCC1	4.9%	-7.0%	3.3%	1.7%	i	2.7%[46 µM]	-0.6%	-10.6%
O=C(N/N=C/C(Cl)=C\c1ccccc1)c1cccs1	9.1%	-11.9%	-17.6%	-1.7%	-3.3%	.	.	.
CC(C)(C)NC(=O)COc1ccc(CNc2ccc3[nH]c(=O)[nH]c3c2)cc1	-1.8%	-4.6%	?	-4.5%	-19.1%	3.7%	?	-8.2%
Cc1ncoc1C(=O)NCc1ccccc1Cl	2.1%	9.2%	5.3%	2.7%	-11.8%	-16.4%	3.4%	-4.0%
COc1cccc(CC2(CO)CCCN(Cc3ccc4c(c3)OCCO4)C2)c1 (stereo not drawn)	3.9%	-8.8%	-4.6%	1.0%	-0.3%	-3.8%[46 µM]	-0.1%	.
O=C(CSCc1cccc(CSCC(=O)Nc2ccc3ccccc3c2)n1)Nc1ccc2ccccc2c1	-15.9%	-0.1%	-3.9%	1.3%	i	?	?	-2.0%
Cc1ccc2occ(/C=C/C(=O)O)c(=O)c2c1	20.3%	-3.1%	-15.4%	-6.4%	-12.9%	-12.0%	-12.5%	-5.3%
COc1ccc(S(=O)(=O)N2CCCCCC2)cc1N(C)S(=O)(=O)c1ccc(Cl)cc1	4.4%	-10.9%	-3.7%	0.7%	-13.5%	18.0%	-5.0%	-34.5%[inhibitor]
CC1Oc2ccccc2C=C1/C=N/NC(=O)[C@@H](C)NC(=O)OC(C)(C)C (stereo partly drawn)	1.5%	-4.8%	?	-1.0%	18.8%	.	?	.
COc1ccc(-c2cc(C3CC3)nc(SCC(=O)c3cccs3)c2C#N)cc1	15.6%	-1.9%	-4.8%	1.0%	-4.1%	2.7%	6.1%	-10.0%
CCN(CC)CCCNC(=O)c1nn(-c2cccc(OC)c2)c(=O)c2ccccc12	3.1%	-2.1%	2.9%	-2.1%	3.6%	-6.6%	11.0%	10.3%
COC(=O)[C@H](CCSC)NC(=O)N1CCN(c2cccc(C(F)(F)F)c2)CC1	-5.2%	4.7%	1.3%	1.0%	i	17.6%	8.4%	7.8%
CN(C)S(=O)(=O)c1cccc(-c2nnc(-c3ccccc3)o2)c1	-1.2%	-1.9%	-13.0%	0.3%	-1.5%	-8.9%	?	10.5%
CC(=O)C(C)Oc1ccc(Cc2ncc(C(F)(F)F)cc2Cl)cc1 (stereo not drawn)	5.8%	7.0%	2.7%	-1.9%	23.9%	-6.7%[46 µM]	-8.2%	-18.6%
Cc1ccc(OCC(=O)NN2C(=O)c3ccccc3C2=O)c(C)c1	-4.9%	2.1%	5.1%	-1.5%	-15.7%	0.6%	10.8%	-7.7%
CCN(CC)S(=O)(=O)c1cc(NC(=O)C(C)OC(=O)c2[nH]c(C)c(C(C)=O)c2C)ccc1C (stereo not drawn)	2.1%	-4.1%	0.6%	-0.8%	-11.8%	?	2.2%	-44.9%[inhibitor]
Cc1ccc(SCC(=O)N2c3ccccc3Sc3ccccc32)cc1	10.4%	?	2.5%	-0.5%	-24.0%	6.0%	3.55µM*	-13.2%
N#CNC(=Nc1cccc(Cl)c1)Oc1ccccc1	1.6%	0.7%	0.2%	-4.0%	16.1%	.	.	.
COc1cccc(/C=N/Nc2ncnc3scc(-c4ccccc4)c23)c1OC	10.6%	4.3%	-17.4%	-2.0%	-6.9%	12.7%	?	-10.0%
Cc1cc(NC(=O)c2ccco2)no1	-10.5%	1.6%	3.1%	4.0%	-7.2%	-4.9%	3.1%	10.5%
COc1ccc(CCNC(=O)c2cc(=O)n(C)c(=O)n2C)cc1OC	-1.4%	-0.4%	9.7%	0.7%	-14.2%	.	3.9%	-12.3%
COc1ccc(NS(=O)(=O)c2cccc(NC(=O)c3cnccn3)c2)cc1Br	8.4%	11.1%	-1.8%	0.9%	i	.	1.0%	-19.9%
CCn1c(-c2cccnc2Cl)nc2cc(Cl)c(Cl)cc21	10.6%	7.2%	?	0.0%	-2.6%	-5.4%	-2.8%	-15.1%
Cc1ccc(NC(=O)CN(C)C(=O)/C=C/c2cccc(F)c2)cc1	208.8%[activator]	-3.5%	4.8%	-0.1%	i	.	-8.7%	11.0%
COc1ccc(C(NC(=O)/C=C/c2ccco2)c2ccc(OC)cc2)cc1	-0.9%	8.0%	-7.4%	-0.2%	-21.4%	-8.3%	?	-5.3%
COc1cccc(-c2noc(Cn3nc(C)c([N+](=O)[O-])c3C)n2)c1	16.4%	6.8%	-8.8%	-7.3%	4.6%	-0.9%	-8.3%	4.3%
O=c1[nH]c2c(cc1CNCCN1CCOCC1)c(-c1cccc(F)c1)nn2-c1ccccc1	10.0%	5.3%	?	1.2%	i	-9.3%	?	9.1%
Cc1ccccc1SCC(=O)Nc1ccc(N2CCOCC2)cc1	16.2%	-4.5%	-7.6%	1.1%	-4.4%	.	-5.1%	-31.6%[inhibitor]
O=C(O)CSCC(=O)Nc1ccccn1	2.5%	4.0%	3.0%	-2.0%	-2.0%	.	.	.
O=S(=O)(Cc1cc(-c2ccccc2)no1)c1ccccc1	-3.4%	-3.7%	-4.5%	-0.5%	4.8%	?	-4.5%	?

An excerpt; rates above refer to the full screens.
